DNMT1 block = inhibitors of human DNMT1; P26358; DNMT1 molecular beacon, Hinp1I cleavage, fluorescence; inhibition (reported as % activation of signal), % at 10 µM; hit rate 0.83% among 360,000; AID 588458; in the data active means inhibition above about 50%
NadD inh = NadD (S. aureus) enzyme inhibition | purified NadD enzyme, colorimetric absorbance read-out | inhibition, % at 20 µM | hit rate 0.78% among 360,000; in the data active means inhibition above about 26%; further: some compounds past the cut are filed as inactive
CendR NRP1 mod = modulators of CendR peptide binding to human neuropilin-1; O14786; FAM-RPARPAR peptide binding to NRP-1, fluorescence polarization; inhibition, % at 25 µM; hit rate 0.85% among 360,000;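 active means inhibition or corrected inhibition above about 18%, plus a signal ratio from 0.5 to 1.5, limit read from the data, passing the limit was not always enough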; further: strong numbers were not always called active
Target sequence (O14786 whole entry, looked up): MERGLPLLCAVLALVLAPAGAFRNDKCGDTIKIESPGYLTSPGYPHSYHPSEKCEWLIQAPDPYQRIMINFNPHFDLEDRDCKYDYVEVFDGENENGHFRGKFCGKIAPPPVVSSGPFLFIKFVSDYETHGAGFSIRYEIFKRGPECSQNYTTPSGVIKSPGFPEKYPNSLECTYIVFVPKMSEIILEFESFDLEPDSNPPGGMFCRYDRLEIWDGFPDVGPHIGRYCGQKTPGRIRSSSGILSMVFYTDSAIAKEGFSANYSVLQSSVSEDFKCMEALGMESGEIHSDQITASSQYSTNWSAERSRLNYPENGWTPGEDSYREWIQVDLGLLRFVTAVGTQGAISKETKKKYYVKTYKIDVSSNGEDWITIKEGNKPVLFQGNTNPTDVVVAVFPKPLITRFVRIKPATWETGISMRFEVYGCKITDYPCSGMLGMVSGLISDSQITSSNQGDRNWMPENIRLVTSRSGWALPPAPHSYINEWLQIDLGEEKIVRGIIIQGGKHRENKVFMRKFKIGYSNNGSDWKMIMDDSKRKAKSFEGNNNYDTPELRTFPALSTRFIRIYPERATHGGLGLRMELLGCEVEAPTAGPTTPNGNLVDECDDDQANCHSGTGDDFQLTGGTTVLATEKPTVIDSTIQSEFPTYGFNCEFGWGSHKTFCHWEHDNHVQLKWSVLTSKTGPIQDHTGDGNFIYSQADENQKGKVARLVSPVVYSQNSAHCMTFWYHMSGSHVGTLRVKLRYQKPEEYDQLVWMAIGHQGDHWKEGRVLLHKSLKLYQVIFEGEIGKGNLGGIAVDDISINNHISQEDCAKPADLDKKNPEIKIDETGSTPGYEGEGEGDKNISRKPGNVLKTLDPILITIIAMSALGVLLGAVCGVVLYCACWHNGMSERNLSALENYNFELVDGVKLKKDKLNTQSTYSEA
SKN-1 block = blocks SKN-1 activity in C. elegans; C. elegans VP596 Pgst-4::GFP/RFP ratio, acrylamide-induced, 24 h; inhibition, % at 21.8 µM; hit rate 0.49% among 360,000;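 active means interference check ratio from 0.5 to 1.5 plus GFP to RFP signal ratio inhibition reaching or exceeding a fixed threshold, cut at about 30% in these data, passing the limit was not always enough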; further: some compounds called inactive have numbers as strong as hits
SUMO1 PPI mod = SUMO1-SIM interaction modulation; SUMO1 binding to a labelled peptide, TR-FRET, 1 h; hit rate 0.33% among 360,000; inhibition, % at 20 µM; AID 602429; P63165; in the data active means inhibition above about 37%
Scp-1 inhibitor = blocks human Scp-1 phosphatase activity; Recombinant Scp1, phosphopeptide, malachite green phosphate absorbance; Q9GZU7; inhibition, % at 20 µM; hit rate 0.88% among 340,000;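 active means inhibition above about 50% at 20 µM, limit read from the data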;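 further: plate controls were DMSO wells with enzyme for no effect and wells lacking enzyme for full effect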
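Incubation: 45 min enzyme reaction at room temperature / System: truncated SCP-1 phosphatase (76-261aa) / Reagent: Phospho 17-mer peptide substrate / Buffer or medium: Acidic Tris acetate buffer with magnesium and detergent / Signal: absorbance at 630 nm / Doses: one concentration, 20 µM, with 1.0% DMSO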
MT1-MMP act inh = blocks activation of human MT1-MMP; P50281; HT1080 RFP-PRO-GFP cells, GFP/RFP ratio fluorescence, overnight; percent of plate control window, DMSO zero; GFP/RFP ratio change, % at 20 µM; hit rate 0.061% among 360,000; AID 651647;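 active means GFP/RFP ratio change of at least 30% with cell ATP level not reduced by more than half and red fluorescence within 50% of control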; further: strong numbers were not always called active
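Read-out: GFP/RFP fluorescence ratio; Test system: RFP-PRO-GFP reporter HT1080 cells; Compound dosing: single-point 20 µM compound, 1% DMSO; Times: overnight compound exposure at 37 °C.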
STEP inh = blocks human striatal-enriched tyrosine phosphatase. P54829. recombinant STEP, OMFP fluorogenic substrate, fluorescence. inhibition, % at 20 µM. hit rate 0.25% among 360,000. AID 588621;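 active means inhibition at 20 µM, scaled per plate between control wells, above about 37%, limit read from the data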;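 further: 0% = DMSO with enzyme and substrate and 100% = substrate only without enzyme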
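Measure: Control-normalized % inhibition with plate pattern correction | Test system: STEP phosphatase, cell-free reaction | Medium: pH 6.0 Bis-Tris with DTT and Tween 20 | Technique: Fluorescence, 480/540 nm | Times: Reaction 20 min, ambient temperature | Doses: Single compound dose of 20 µM, 1% DMSO final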
Rpn11 inh = blocks the human proteasome subunit Rpn11; calls only at 20 µM; hit rate 0.59% among 360,000; AID 588493; human 26S proteasome, Ub4-pepOG fluorescence polarization; 20S core pre-blocked with epoxomicin;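 active means inhibition at 20 µM, scaled to each plate's controls, above about 33%, limit read from the data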
LMPTP block = LMPTP (human) inhibition. recombinant LMPTP-A, OMFP fluorogenic substrate, fluorescence intensity. hit rate 0.22% among 360,000. inhibition, % at 20 µM;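 active means compounds that cut the enzyme signal by at least half of the control window in the single-dose screen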;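 further: plate controls were DMSO wells with enzyme plus substrate for no effect and substrate without enzyme for full effect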
Target sequence (P24666 whole entry, looked up): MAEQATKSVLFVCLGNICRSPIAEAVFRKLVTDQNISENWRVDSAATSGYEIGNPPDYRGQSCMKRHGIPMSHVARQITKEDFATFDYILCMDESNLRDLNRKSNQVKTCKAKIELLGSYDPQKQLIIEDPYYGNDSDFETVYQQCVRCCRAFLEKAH
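test system = LMPTP-A | amount = 0.625 nM LMPTP-A final | reagent = fluorogenic phosphatase substrate OMFP at 400 µM final | incubation = 50 min at room temperature | benchmarks = no-enzyme low control, uninhibited high control | medium = Bis-Tris pH 6.0, DTT, detergent | signal = fluorescence intensity of OMFP turnover product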
Starred values were filed as active, the others as inactive; i = inactive; . = not tested or not shown; + = active, no number.

SMILES	DNMT1 block	NadD inh	CendR NRP1 mod	SKN-1 block	SUMO1 PPI mod	Scp-1 inhibitor	MT1-MMP act inh	STEP inh	Rpn11 inh	LMPTP block
Cn1cccc1C(=O)OCc1cc(Cl)cc2c1OCOC2	-13	-7	2	-16	3	-17	2	1	i	1.6
O=C(c1cc(O)c(O)c([N+](=O)[O-])c1)c1ccccc1F	4	-4	-48	-23	-25	-6	13	8	i	-0.1
CC(C)C[C@H]1CN(CCCC[C@@H]2CNC(=O)C(=O)N2Cc2ccccc2)C(=O)C(=O)N1CCc1ccc(O)cc1	.	8	-2	4	3	.	5	.	.	-0.6
CC(=O)N1CCN(S(=O)(=O)c2cccc(C(=O)NNC(=O)c3ccc(Br)cc3)c2)CC1	-1	-8	7	-7	9	-10	2	0	i	-1.5
C[C@H](O)[C@@H]1C(=O)N2CCc3c([nH]c4ccccc34)[C@@H]2C[C@@H]1N(C)C(=O)Nc1ccccc1	-1	3	-23	3	-1	.	-1	0	i	-0.3
Cc1nn(-c2ccccc2)c2c1C(c1cccc([N+](=O)[O-])c1)N(c1ccccc1)C(=O)N2 (stereo not given)	-8	12	-6	4	-9	-8	-13	2	i	0.8
CCc1c(C)nc(N)n2c(SCC(=O)Nc3ccccc3OC)nnc12	3	12	-3	-6	4	-1	-4	1	i	-2.0
COc1ccc(C(=O)CSc2nc3nn(-c4ccccc4)c(=O)c-3c3n2CCCCC3)c(OC)c1	-7	3	4	-1	0	.	4	0	i	1.8
O=C(COC(=O)C1CC(=O)N(Cc2ccccc2)C1)Nc1cccc([N+](=O)[O-])c1 (stereo not given)	-5	2	-7	9	-17	6	-1	2	i	-0.7
Cc1noc(C)c1C(=O)NCc1ccco1	4	-5	1	-10	0	-6	-1	1	i	-0.9
CS(=O)(=O)N1CCc2cc(NC(=O)c3ccc(Cl)cc3Cl)ccc21	5	-7	8	11	2	-7	4	3	i	0.7
O=C(Nc1nnc(COc2ccccc2F)s1)Nc1ccccc1F	0	-5	12	7	-2	-4	5	0	i	1.2
Cc1sc2ncnc(N3CCC(C(=O)Nc4nnc(CC(C)C)s4)CC3)c2c1C	-2	9	-9	18	-19	1	-4	1	i	1.5
COc1ccc([C@@H]2CC(=O)c3c(O)cc(O[C@@H]4O[C@H](CO[C@@H]5O[C@@H](C)[C@H](O)[C@@H](O)[C@H]5O)[C@@H](O)[C@H](O)[C@H]4O)cc3O2)cc1O	25	3	5	8	12	62*	2	3	i	-0.7
CC(C)C(=O)NCCc1nc(-c2ccc(Cl)cc2)no1	3	-3	3	1	5	1	1	-2	i	-1.5
CCCCn1c(-c2csc3ccccc23)n[nH]c1=S	-1	3	12	2	-2	-4	-5	17	i	0.6
O=C(CCl)NCCN1C(=O)S/C(=C\c2cccnc2)C1=O	-11	27	13	-2	-16	10	-4	4	+	16
Cc1cc(C)nc(SCc2ccc(C(=O)N/N=C/c3ccc(C(=O)O)cc3)cc2)n1	3	3	5	-3	-4	1	0	-3	i	-1.5
Cc1ccc(NC(=O)CSCC(=O)OC(C)C(=O)Nc2ccccc2C)cc1 (stereo not given)	0	-1	-5	19	1	-10	4	-3	i	-0.1
COc1ccc(CCNC(=O)c2cccc3ccccc23)cc1OC	3	-5	2	-2	5	-5	0	-7	i	-0.7

Two entries drawn at random from those above, as already listed:
SMILES	DNMT1 block	NadD inh	CendR NRP1 mod	SKN-1 block	SUMO1 PPI mod	Scp-1 inhibitor	MT1-MMP act inh	STEP inh	Rpn11 inh	LMPTP block
CS(=O)(=O)N1CCc2cc(NC(=O)c3ccc(Cl)cc3Cl)ccc21	5	-7	8	11	2	-7	4	3	i	0.7
Cn1cccc1C(=O)OCc1cc(Cl)cc2c1OCOC2	-13	-7	2	-16	3	-17	2	1	i	1.6

Additional results
SMILES	DNMT1 block	NadD inh	CendR NRP1 mod	SKN-1 block	SUMO1 PPI mod	Scp-1 inhibitor	MT1-MMP act inh	STEP inh	Rpn11 inh	LMPTP block
Oc1cccc2c(NC(=S)Nc3ccc(SC(F)F)cc3)cccc12	-43	7	6	4	9	0	-26	5	i	4.9
COc1ccc(C2C(C(=O)c3ccc(C)o3)=C(O)C(=O)N2CC2CCCO2)cc1OC (stereo not given)	1	-1	12	20	-2	1	3	0	i	-1.3
CCOc1cc(/C=N/NC(=O)CN2CCCCC2)ccc1O	0	-7	1	-1	0	-2	4	-5	i	-2.5
Cc1cc(NS(=O)(=O)c2ccc(NC(=O)Cc3cccs3)cc2)no1	5	-1	6	-8	2	-6	-4	-2	i	1.6
COc1ccc(C(=O)C2CCCN(C(=O)c3cccnc3OC)C2)cc1F (stereo not given)	0	-2	3	-5	6	-3	-3	8	i	0.3
COc1ccc(Nc2cc(C)nc3ncnn23)cc1Cl	-12	-14	-9	23	7	-2	-5	-5	i	-1.5
CC(NS(=O)(=O)c1ccc([N+](=O)[O-])cc1)C(=O)NN (stereo not given)	-1	11	7	-7	-21	-21	0	-3	i	0.9
CC(=O)Nc1ccc(NC(=O)[C@@H](NC(=O)c2cccc(C)c2)C(C)C)cc1	2	-9	5	13	1	3	3	1	i	-1.5
Cc1cc([N+](=O)[O-])nn1CCC(=O)Nc1nccs1	3	5	-1	8	-10	7	1	7	i	-1.5
COc1cc(S(=O)(=O)N2CCC(c3nc4ccccc4s3)CC2)ccc1S(=O)(=O)NC1CCCC1	-1	18	-3	9	-2	-8	3	1	i	2.0
Cn1c(NCCCN2CCOCC2)nc2c1c(=O)n(Cc1ccc(Cl)cc1Cl)c(=O)n2C	-6	-5	2	6	1	-2	1	3	i	-6.2
Cc1c(Cl)cnc(NC(=O)COC(=O)c2cccc(S(=O)(=O)N3CCc4ccccc4C3)c2)c1Cl	13	25	-16	7	6	36	0	5	i	3.0
O=C(NC1CCCCC1)C1c2ccccc2OCC(=O)N1Cc1ccco1 (stereo not given)	.	3	-11	1	-4	.	-1	.	.	-0.6
COc1cc2c(cc1OC)-c1nnc(-c3cccs3)n1C(C)(C)C2	0	2	-1	-2	-5	0	-1	-1	i	0.7
COc1cccc(NC(=O)Cn2c(SCC(=O)N3CCOCC3)nc3ccccc32)c1	2	-4	0	8	0	-4	2	-1	i	0.1
CCOC(=O)C(NC(=O)c1ccccc1)=C1C=C(C)OC(C)=C1	1	-7	1	-29	-6	-3	1	-2	i	-2.3
CCOC(=O)C1(S(=O)(=O)c2ccc(Cl)cc2)CCN(Cc2ccccc2)CC1	4	-5	0	-18	-2	-7	-5	2	i	0.0
Cc1ccc(-c2csc(N3CCN(c4ccc5nc(-c6ccncc6)n(CCN6CCCCC6)c5c4)CC3)n2)cc1	-16	20	-24	9	-28	-1	-9	3	i	1.7
O=S(=O)(NC1CCCCC1NCc1ccco1)c1ccc(Cl)cc1 (stereo not given)	2	0	-5	7	-1	4	-2	-4	i	-0.1
N#CCc1ccc(Oc2ncccn2)cc1	1	-3	8	28	4	-10	-4	-2	i	-0.3
CNc1cncc(-c2cccnc2)n1	0	-1	2	15	-10	.	2	3	i	-0.9
C[C@H](CO)N1C[C@H](C)[C@@H](CN(C)C(=O)Nc2ccc(C(F)(F)F)cc2)Oc2c(NC(=O)Nc3ccc(C(F)(F)F)cc3)cccc2C1=O	-48	-3	-9	1	5	-8	3	0	i	4.7
CC(C)(C)OC(=O)NCCC(=O)N/N=C/c1ccc2nccnc2c1	3	-3	1	4	-22	-4	0	-1	i	-1.0
O=C(O)/C(=C\c1ccco1)NC(=O)c1ccco1	6	-1	8	7	4	9	-3	4	i	-0.2
Cn1c(/C(C#N)=C2/CCCCCN2)nc2ccccc21	1	-2	10	3	1	-12	2	0	i	-0.5
CCN1CCN(C(=O)C2CCN(S(=O)(=O)c3ccc4c(c3)NC(=O)C(C)S4)CC2)CC1 (stereo not given)	4	-5	4	-16	7	3	-2	-2	i	-2.3
COc1ccccc1-n1c(=S)[nH]c2c(sc(=S)n2-c2ccccc2)c1=O	-3	20	1	6	-1	-15	-1	-4	i	0.2
Cc1cc(Cl)ccc1OCC(=O)NC(=S)Nc1ccccc1N1CCOCC1	8	-1	2	11	0	-3	-3	-2	i	0.1
COc1ccc(NC(=O)CSc2nnc(Cn3c(=O)sc4ccccc43)n2C)cc1	1	1	-1	-5	5	-1	4	-2	i	-0.5
N#Cc1ccc(OCC(O)CN2CCN(c3ncc(C(F)(F)F)cc3Cl)CC2)cc1 (stereo not given)	3	-4	-1	-16	-3	-8	-2	-1	i	1.0
O=S1(=O)CC(N2CCCC2)CN1Cc1ccccc1 (stereo not given)	3	-6	1	10	4	.	2	0	i	-1.6
Cn1c(=O)[nH]c(=O)c2c1nc(N1CCOCC1)n2CCc1ccccc1	1	-1	-3	-21	2	-11	-7	2	i	-0.5
COc1ccc2c(c1)-c1c(sn(-c3ccc(OC)c(OC)c3)c1=S)C(C)(C)N2	-17	9	2	18	-18	-8	-9	0	i	3.2
COc1ccc(C(NC(=O)c2ccccc2F)NC(=O)c2ccccc2F)cc1	1	4	14	6	0	-4	3	-3	i	-2.4
O=C(c1ccccc1)N(NC(=O)C(O)(c1ccccc1)c1ccccc1)c1cccc(F)c1	1	2	-1	-1	0	-10	-3	0	i	-0.9
CCCn1c(=O)[nH]c(=O)c2c(C(F)(F)F)cc(-c3ccc(C)cc3)nc21	19	-2	-7	4	24	-1	9	-2	i	1.0
CCOCCCNc1nc2c(c(=O)n(C)c(=O)n2C)n1CCCc1ccccc1	1	-2	-1	28	4	-2	-3	-4	i	-1.3
O=[N+]([O-])c1cccc(/C=N/Nc2nc(N3CCCCC3)nc(N3CCCCC3)n2)c1	-3	12	2	4	-6	6	0	3	i	4.4
O=C(NCCC(F)(F)F)C1Cc2c(-c3ccccc3Oc3ccccc3)ccnc2O1 (stereo not given)	-2	-7	-13	2	2	.	-3	-1	i	-0.7
O=C(c1ccc(O)cc1)c1ccc(C(=O)O)c(C(=O)O)c1	12	11	-19	5	7	12	2	8	i	-0.7
CC(C)(C)n1cnc2cc(NC(=O)c3cccs3)ccc21	0	-2	2	0	3	0	3	10	i	-1.3

Just LMPTP block, NadD inh and DNMT1 block (7 entries from above):
mol	LMPTP block	NadD inh	DNMT1 block
CC(C)(C)n1cnc2cc(NC(=O)c3cccs3)ccc21	-1.3	-2	0
CCN1CCN(C(=O)C2CCN(S(=O)(=O)c3ccc4c(c3)NC(=O)C(C)S4)CC2)CC1 (stereo not given)	-2.3	-5	4
Cn1c(/C(C#N)=C2/CCCCCN2)nc2ccccc21	-0.5	-2	1
Cc1cc(Cl)ccc1OCC(=O)NC(=S)Nc1ccccc1N1CCOCC1	0.1	-1	8
O=C(NCCC(F)(F)F)C1Cc2c(-c3ccccc3Oc3ccccc3)ccnc2O1 (stereo not given)	-0.7	-7	-2
COc1ccccc1-n1c(=S)[nH]c2c(sc(=S)n2-c2ccccc2)c1=O	0.2	20	-3
CNc1cncc(-c2cccnc2)n1	-0.9	-1	0
